Bioassay records as filed in PubChem BioAssay.
Keap1-Nrf2 PPI – disrupts human Keap1 binding to Nrf2 peptide; Q14145; Keap1 Kelch-Nrf2 peptide fluorescence polarization, 1536-well; inhibition, % at 9.4 µM; hit rate 0.15% among 340,000; AID 504523; in the data active = inhibition above about 12%;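 note: human Keap1 Kelch domain with fluorescein labeled Nrf2 9mer peptide probe; 0% = neutral control wells and 100% = peptide positive control; higher means more block of Keap1 binding to Nrf2 peptide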
Target sequence (Q14145 whole entry, looked up, the tested form may be a part): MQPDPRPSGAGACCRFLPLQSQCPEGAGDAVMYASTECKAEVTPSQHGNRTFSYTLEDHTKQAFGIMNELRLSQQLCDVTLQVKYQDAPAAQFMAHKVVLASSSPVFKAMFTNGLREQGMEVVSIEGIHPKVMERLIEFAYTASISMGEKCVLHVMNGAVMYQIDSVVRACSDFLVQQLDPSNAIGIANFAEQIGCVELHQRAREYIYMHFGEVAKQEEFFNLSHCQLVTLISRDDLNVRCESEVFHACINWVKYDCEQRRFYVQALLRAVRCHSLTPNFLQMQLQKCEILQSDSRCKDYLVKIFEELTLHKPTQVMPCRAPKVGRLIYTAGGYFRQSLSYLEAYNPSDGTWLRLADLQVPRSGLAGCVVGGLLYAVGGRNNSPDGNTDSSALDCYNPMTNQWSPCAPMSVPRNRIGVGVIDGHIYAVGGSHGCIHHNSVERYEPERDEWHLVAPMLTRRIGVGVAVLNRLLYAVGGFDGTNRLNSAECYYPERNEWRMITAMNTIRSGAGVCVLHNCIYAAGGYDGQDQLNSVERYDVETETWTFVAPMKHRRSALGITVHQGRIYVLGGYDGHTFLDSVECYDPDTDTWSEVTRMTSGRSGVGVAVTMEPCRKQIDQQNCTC
PfHsp90 yeast 2 – reduces growth (ATP signal) of yeast expressing P. falciparum Hsp90. hit rate 0.32% among 310,000. inhibition, % at 9.4 µM. S. cerevisiae expressing PfHsp90, BacTiter-Glo ATP, 48 h; yeast lacking PDR1 and PDR3 efflux regulators;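 active = every replicate shows inhibition above about 80%, whatever the replicate mean, limit read from the data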;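 note: 0% = DMSO neutral controls and 100% = 20 µM radicicol positive controls; yeast relying on Plasmodium falciparum Hsp90 in place of its own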
NSD2 HMT inh – inhibitors of human histone methyltransferase NSD2. O96028. hit rate 0.54% among 310,000. NSD2 peptide methylation, AlphaScreen, 120 min. AID 743445. inhibition, % at 12.5 µM; in the data active = inhibition above about 50%
Rtt109 HAT inh – blocks Candida albicans Rtt109/Vps75 acetyltransferase activity; Q5AAJ8; purified Rtt109/Vps75, ThioGlo CoA-SH fluorescence, 4 h; inhibition, % at 34.9 µM; hit rate 0.16% among 330,000; AID 540336;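 active = inhibition of at least 50% in every replicate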
PvdQ acylase – P. aeruginosa PvdQ acylase inhibition; purified PvdQ acylase, fluorescence plate reader; inhibition, % at 10 µM; hit rate 0.063% among 340,000; in the data active = inhibition above about 30%, passing the limit was not always enough;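 note: 0% = vehicle neutral wells and 100% = reference inhibitor wells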
CDK5 p35 inh – inhibitors of human CDK5/p35 kinase; Q00535+Q15078; Recombinant CDK5/p35, ADP-Glo luminescence, 60 min; inhibition, % at 10 µM; hit rate 0.01% among 330,000; AID 488839;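 active = highest replicate inhibition of at least 50% and at least 75% of replicates reaching 50%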;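 note: plate controls were DMSO neutral control for no effect and GW8510 at 10 µM for full effect; many of its hits are not listed in these tables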
Mot1-301 SUMO – inhibitors of SUMOylation pathway: yeast Mot1-301 growth rescue | S. cerevisiae Mot1-301 growth rescue, ATP luminescence, 38.5C; percent above DMSO median, 100 means doubled | growth rescue, % at 18.8 µM | hit rate 1% among 320,000;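 active = every valid replicate shows activation above 250% relative to neutral control wells; inactive = the rest, any valid replicate at or below 250%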;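 note: OY570 slx delta 5 strain wells were the positive control but not used for scaling; some compounds called inactive have numbers as strong as hits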
LANA DNA inh – blocks KSHV LANA C-terminal domain binding to DNA | hit rate 0.078% among 340,000 | MBP-C-LANA/FAM-LBS DNA binding, fluorescence polarization | inhibition, % at 9 µM | AID 504423;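 active = highest replicate inhibition at or above 60% at 9 µM, even if other replicates fall short; inactive = all replicates below 60% inhibition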;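 note: 0% = neutral control wells and 100% = 4 µM acridine orange control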
Cardiac RTF inh – cardiac RTF calcium desensitization. P19429+P45379. IANBD-labeled cardiac RTF, Ca2+ fluorescence. inhibition, % at 7.15 µM. hit rate 0.12% among 340,000;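 active = inhibition above the mean inhibition of all tested compounds plus 3 SD, cut at about 17% in these data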;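 note: assay run at fixed EC70 calcium of 1.6 mM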
cardiac RTF act – increases calcium sensitivity of human cardiac regulated thin filaments; hit rate 0.24% among 340,000; P19429+P45379; activation, % at 7.2 µM; IANBD-labeled TnC RTF fluorescence at EC20 calcium; 0% EC20 calcium, 100% full calcium; AID 493008;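 active = activation above the mean over all tested compounds plus 3 SD, cut at about 30% in these data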;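 note: rise in fluorescence read as greater calcium sensitivity of cardiac thin filaments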
dFosB act – enhances mouse delta FosB homodimer DNA binding; activation, % at 25 µM; P13346; purified delta FosB, TAMRA-CDK5 oligo fluorescence polarization; percent of positive-control signal above neutral wells; hit rate 0.99% among 340,000;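 active = mean activation above about 17%, with every replicate also reaching it, limit read from the data, passing the limit was not always enough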;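 note: fluorescence polarization rise as delta FosB binds a TAMRA Cdk5 AP-1 oligo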
Target sequence (P13346 whole entry, looked up): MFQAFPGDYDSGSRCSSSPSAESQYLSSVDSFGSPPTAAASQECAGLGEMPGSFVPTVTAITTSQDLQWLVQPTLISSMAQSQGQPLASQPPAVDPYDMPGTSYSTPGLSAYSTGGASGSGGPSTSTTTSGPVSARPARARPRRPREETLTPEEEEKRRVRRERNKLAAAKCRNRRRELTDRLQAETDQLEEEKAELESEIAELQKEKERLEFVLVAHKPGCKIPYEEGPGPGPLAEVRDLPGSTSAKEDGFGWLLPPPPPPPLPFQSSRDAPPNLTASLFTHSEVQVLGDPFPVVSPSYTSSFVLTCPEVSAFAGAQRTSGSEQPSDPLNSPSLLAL
An asterisk follows results filed as active; / = no result given; + = active, no number. Compounds as they come, and some 3.2% of all compounds hit somewhere here.

SMILES	Keap1-Nrf2 PPI	PfHsp90 yeast 2	NSD2 HMT inh	Rtt109 HAT inh	PvdQ acylase	CDK5 p35 inh	Mot1-301 SUMO	LANA DNA inh	Cardiac RTF inh	cardiac RTF act	dFosB act
Cc1cc(C)nc(SCc2cc(=O)c(OC(=O)c3ccc(Br)o3)co2)n1	-5.8	21.7	7.1	3.4	10.0	0.9	10.9	-1.0	4.0	1.7	-1.6
NC(=O)c1c(NC(=O)c2cccnc2Cl)sc2c1CCCC2	-1.7	-12.8	-1.8	11.4	6.5	0.4	-9.9	1.2	-1.4	0.0	-2.6
Cc1ccc(S(=O)(=O)N2C(=O)CCC2C(=O)Nc2ccc3c(c2)OCCO3)cc1 (stereo not given)	-2.3	/	-0.5	2.4	-3.3	1.4	-1.5	1.8	-5.4	-7.3	5.8
Cc1ccnc(NC(=O)COc2ccc(Cl)cc2)n1	-4.5	-46.0	-7.2	-0.7	-5.9	1.3	-7.6	0.0	-1.8	-3.2	0.5
COc1ccc(C)cc1NC(=O)C1CCCN(S(=O)(=O)c2ccc(-n3cnnn3)cc2)C1 (stereo not given)	0.2	5.7	-5.5	-5.9	-2.7	0.1	-19.3	1.5	5.6	-1.6	-1.6
C[C@H](NC(=O)N1CCn2c1nc1ccccc12)C(=O)N1CCCCC1	4.2	30.6	-2.8	-9.1	-8.1	0.6	-15.4	-0.6	2.0	1.1	-4.8
CCOC(=O)C1(Cc2cccc(F)c2)CCN(Cc2cnc(C)s2)CC1	2.7	-23.3	-1.0	-9.5	-8.8	-0.2	43.0	0.2	-7.7	6.9	-7.2
Cc1ccccc1C(=O)NN1CCOCC1	-0.7	-28.6	-2.1	-7.6	-17.1	1.4	10.3	1.6	-0.8	4.1	-0.8
COc1ccc(Nc2cc(C(=O)NCc3ccco3)c3ccccc3n2)c(OC)c1	-0.6	/	1.8	12.7	9.7	0.5	14.7	-0.6	5.2	-0.9	-1.7
Cc1ccc(-n2nc(CC#N)c(C#N)c2N)cc1Cl	5.3	17.0	1.4	1.3	8.0	-0.7	0.5	1.3	4.7	1.4	-1.8
Cc1ccc(OCCNC(=O)C(C)SCC(=O)Nc2ccc(F)cc2)cc1 (stereo not given)	-2.7	-1.8	-1.5	-0.2	-14.9	-0.3	-2.2	-8.5	-10.1	-1.8	-11.0
CN(C)C(=S)NC(=O)C12CC3(C)CC(C)(CC(C)(C3)C1)C2	-0.8	6.0	1.9	-6.6	-4.2	1.3	28.2	-0.6	/	/	3.5
Cc1cc(C)c(S(=O)(=O)c2ccccc2C)c(OCCN(C)C)n1	0.7	-1.5	7.3	8.5	-18.8	-2.2	-30.7	1.3	-13.3	0.3	-4.1
O=S(=O)(c1ccc(Oc2ccc(Cl)cc2)nc1)N1CCOCC1	-4.8	/	-2.1	5.8	10.0	0.2	-8.0	-0.9	-4.7	-7.8	4.0
Cc1cccn2c(=O)c(C(=O)NC3CCCCC3C)c(O)nc12 (stereo not given)	0.6	1.7	1.9	4.3	2.5	0.2	2.0	0.7	-6.8	-12.2	-11.5
CC1CC(C)CN(S(=O)(=O)c2ccc(NC(=O)CCNC(=O)c3ccc([N+](=O)[O-])cc3)cc2)C1 (stereo not given)	-4.3	4.1	-8.4	2.1	-6.6	0.3	5.0	0.6	1.0	1.3	1.3
COc1ccccc1CNC(=S)Nc1cc(C)ccc1C	4.8	19.0	5.8	17.9	-5.1	0.0	5.4	1.2	-17.1	-2.3	-4.5
C=CCNC(=O)c1onc(CSc2ccncc2)c1C(=O)NCC=C	-5.9	/	/	-6.3	-16.2	-6.0	4.5	-1.7	-13.1	7.6	-2.3
CN(C1CCS(=O)(=O)C1)S(=O)C12CC3CC(CC(C3)C1)C2 (stereo not given)	-0.1	5.5	0.1	3.1	-10.4	0.5	19.8	-0.8	-11.2	-1.1	2.8
COC(=O)c1[nH]c2ccc(C)cc2c1NC(=O)CN1CCN(Cc2ccccc2)CC1	-5.7	-1.4	6.8	11.5	-2.0	-2.0	-17.7	-3.1	-7.7	0.9	-8.4
CN1CCN(c2nc3cc(C(F)(F)F)ccc3n3cccc23)CC1	1.3	-29.9	/	29.0	-2.0	1.0	7.8	-1.2	-3.3	-0.1	7.9
O=C(NCc1ccccn1)C(C(=O)c1cccc([N+](=O)[O-])c1)n1cc(Cl)ccc1=O (stereo not given)	-0.1	-7.3	0.6	-20.1	-14.7	-3.2	32.8	-0.3	-15.5	-0.1	1.4
O=C(Nc1ccc(F)cc1F)C1CCCN(c2ncnc3c2nc2n3CCCCC2)C1 (stereo not given)	-1.0	-57.6	-6.2	-13.6	-7.2	0.4	-18.4	-0.7	7.6	-2.2	-6.6
Cn1c(=O)[nH]c(=O)c2c1nc(N1CCc3ccccc3C1)n2CCSc1nc2ccccc2s1	-2.9	-13.9	1.4	0.8	-0.1	1.0	26.1	0.0	-3.7	4.0	-4.8
Cc1cccc(N2CCN(S(=O)(=O)c3c(C)nc4scc(C)n4c3=O)CC2)c1C	-0.8	16.2	/	-2.1	-0.7	-0.8	69.0	-1.6	-2.4	0.0	-8.5
The list continues:
SMILES	Keap1-Nrf2 PPI	PfHsp90 yeast 2	NSD2 HMT inh	Rtt109 HAT inh	PvdQ acylase	CDK5 p35 inh	Mot1-301 SUMO	LANA DNA inh	Cardiac RTF inh	cardiac RTF act	dFosB act
OCCOCCOCCn1c2ccccc2c2ccccc21	-4.8	15.3	-2.9	-0.2	-15.3	-1.5	-3.2	1.3	0.1	0.9	2.3
O=[N+]([O-])c1cc(-c2ccc(C(=S)N3CCOCC3)o2)ccc1Cl	4.2	0.7	26.4	11.4	2.5	-1.4	8.1	3.5	-1.0	-0.3	-6.3
COc1ccc(COc2ccc(C3C(S(=O)(=O)c4ccccc4)CON3C)cc2OC)cc1 (stereo not given)	-2.5	0.2	-1.9	-6.4	-14.7	1.7	276.1	-0.5	-6.2	4.3	-11.0
O=C(O)CC1NC(=O)N(C2CCCCC2)C1=O (stereo not given)	-3.6	-1.7	-1.4	-10.2	-6.1	0.7	23.6	0.8	-6.0	-1.1	-2.6
CN(CC(=O)Nc1cccc(F)c1)C(=O)C1CCN(C(=O)c2ccc(Cl)cc2)CC1	6.4	-25.1	-1.1	1.0	-0.9	0.4	-2.2	0.3	0.1	-2.6	-8.7
O=C(O)CC(NC(=O)c1ccc2c(c1)OCO2)c1cccc([N+](=O)[O-])c1 (stereo not given)	-4.7	-5.3	-1.2	12.9	-0.6	0.0	+	1.6	/	/	4.8
O=C(COc1ccccc1[N+](=O)[O-])OC1CCS(=O)(=O)C1 (stereo not given)	-2.0	-5.6	2.1	6.0	-4.2	2.4	377.0	0.2	6.2	1.5	-3.7
COc1ccc(N(C)C(=O)c2oc(=O)c3ccccc3c2-c2ccc(C)cc2)c(OC)c1	0.1	8.1	0.5	23.6	0.9	-1.5	-19.2	2.1	-0.8	4.9	-6.2
CCOC(=O)C1=C(N)OC2=C(C(=O)CC(C)(C)C2)C1c1ccc(C)s1 (stereo not given)	0.4	-5.2	2.3	-1.5	-14.9	0.8	1.6	-0.1	-14.5	9.4	-3.5
COc1ccc(OC)c(CCNC(=O)c2ccc(CS(=O)Cc3cccc(Cl)c3)o2)c1 (stereo not given)	-0.3	-17.4	4.0	-7.1	-10.4	0.2	-14.7	0.2	-0.9	-0.6	-10.7
CCC1(O)c2ccccc2-c2ncccc21 (stereo not given)	1.9	-4.3	-0.9	2.7	-12.6	0.0	-2.4	1.9	-11.1	1.6	-1.7
Cc1cc([N+](=O)[O-])nn1CC(=O)Nc1nccs1	-0.7	10.0	-2.7	9.0	-0.3	0.2	5.0	-1.0	0.1	-5.3	-2.2
CCOC(=O)c1c(N)sc(C(=O)N2CCCCCC2)c1C	-4.4	7.3	2.4	11.1	23.1	-0.1	0.4	1.0	-1.5	-2.6	-4.8
Cc1ccc(CSCC(=O)N(C)CC(=O)Nc2cccc(F)c2)cc1	-1.2	9.1	0.1	11.0	3.3	0.6	-8.6	1.8	-5.7	-10.2	-4.5
O=c1oc2ccccc2c(O)c1Cc1cc(Cl)c2cccnc2c1O	3.9	90.0*	-5.7	-4.6	-7.0	1.5	-23.9	0.0	-11.4	0.7	-15.0
COCCn1c(C)cc(C2=NNC(=Nc3ccc(Cl)cc3Cl)SC2)c1C	-0.4	/	3.0	21.0	-16.5	0.4	18.6	2.7	-7.6	-1.2	-16.4
CN1CCN(S(=O)(=O)c2ccc(N3CCN(c4ccccc4O)CC3)c([N+](=O)[O-])c2)CC1	-1.5	1.8	4.9	-3.8	4.3	1.7	/	1.3	-15.9	-13.9	-3.2

Looked up above:
In dFosB act, O=[N+]([O-])c1cc(-c2ccc(C(=S)N3CCOCC3)o2)ccc1Cl has -6.3
In NSD2 HMT inh, Cc1cc([N+](=O)[O-])nn1CC(=O)Nc1nccs1 has -2.7
In PvdQ acylase, COc1ccc(COc2ccc(C3C(S(=O)(=O)c4ccccc4)CON3C)cc2OC)cc1 (stereo not given) has -14.7
In Rtt109 HAT inh, Cc1ccc(CSCC(=O)N(C)CC(=O)Nc2cccc(F)c2)cc1 has 11.0
In Keap1-Nrf2 PPI, O=c1oc2ccccc2c(O)c1Cc1cc(Cl)c2cccnc2c1O has 3.9
In cardiac RTF act, O=C(COc1ccccc1[N+](=O)[O-])OC1CCS(=O)(=O)C1 (stereo not given) has 1.5

Reformatted as comma-separated lines: entries from further up
Compound,Keap1-Nrf2 PPI,PfHsp90 yeast 2,NSD2 HMT inh,Rtt109 HAT inh,PvdQ acylase,CDK5 p35 inh,Mot1-301 SUMO,LANA DNA inh,Cardiac RTF inh,cardiac RTF act,dFosB act
OCCOCCOCCn1c2ccccc2c2ccccc21,-4.8,15.3,-2.9,-0.2,-15.3,-1.5,-3.2,1.3,0.1,0.9,2.3
O=[N+]([O-])c1cc(-c2ccc(C(=S)N3CCOCC3)o2)ccc1Cl,4.2,0.7,26.4,11.4,2.5,-1.4,8.1,3.5,-1.0,-0.3,-6.3
COc1ccc(COc2ccc(C3C(S(=O)(=O)c4ccccc4)CON3C)cc2OC)cc1 (stereo not given),-2.5,0.2,-1.9,-6.4,-14.7,1.7,276.1,-0.5,-6.2,4.3,-11.0
